# Assay outcomes as filed in PubChem BioAssay.
# mHTT CaM bind: inhibitors of human mutant huntingtin-calmodulin interaction; AlphaScreen His-mHTT/GST-CaM binding, luminescence; inhibition, % at 15 µM; 190,000 compounds, 3.6% hits; AID 1671202;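 also: 0% = both proteins with DMSO and 100% = one protein alone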
# Target sequence (P42858 whole entry, looked up, stated change not applied): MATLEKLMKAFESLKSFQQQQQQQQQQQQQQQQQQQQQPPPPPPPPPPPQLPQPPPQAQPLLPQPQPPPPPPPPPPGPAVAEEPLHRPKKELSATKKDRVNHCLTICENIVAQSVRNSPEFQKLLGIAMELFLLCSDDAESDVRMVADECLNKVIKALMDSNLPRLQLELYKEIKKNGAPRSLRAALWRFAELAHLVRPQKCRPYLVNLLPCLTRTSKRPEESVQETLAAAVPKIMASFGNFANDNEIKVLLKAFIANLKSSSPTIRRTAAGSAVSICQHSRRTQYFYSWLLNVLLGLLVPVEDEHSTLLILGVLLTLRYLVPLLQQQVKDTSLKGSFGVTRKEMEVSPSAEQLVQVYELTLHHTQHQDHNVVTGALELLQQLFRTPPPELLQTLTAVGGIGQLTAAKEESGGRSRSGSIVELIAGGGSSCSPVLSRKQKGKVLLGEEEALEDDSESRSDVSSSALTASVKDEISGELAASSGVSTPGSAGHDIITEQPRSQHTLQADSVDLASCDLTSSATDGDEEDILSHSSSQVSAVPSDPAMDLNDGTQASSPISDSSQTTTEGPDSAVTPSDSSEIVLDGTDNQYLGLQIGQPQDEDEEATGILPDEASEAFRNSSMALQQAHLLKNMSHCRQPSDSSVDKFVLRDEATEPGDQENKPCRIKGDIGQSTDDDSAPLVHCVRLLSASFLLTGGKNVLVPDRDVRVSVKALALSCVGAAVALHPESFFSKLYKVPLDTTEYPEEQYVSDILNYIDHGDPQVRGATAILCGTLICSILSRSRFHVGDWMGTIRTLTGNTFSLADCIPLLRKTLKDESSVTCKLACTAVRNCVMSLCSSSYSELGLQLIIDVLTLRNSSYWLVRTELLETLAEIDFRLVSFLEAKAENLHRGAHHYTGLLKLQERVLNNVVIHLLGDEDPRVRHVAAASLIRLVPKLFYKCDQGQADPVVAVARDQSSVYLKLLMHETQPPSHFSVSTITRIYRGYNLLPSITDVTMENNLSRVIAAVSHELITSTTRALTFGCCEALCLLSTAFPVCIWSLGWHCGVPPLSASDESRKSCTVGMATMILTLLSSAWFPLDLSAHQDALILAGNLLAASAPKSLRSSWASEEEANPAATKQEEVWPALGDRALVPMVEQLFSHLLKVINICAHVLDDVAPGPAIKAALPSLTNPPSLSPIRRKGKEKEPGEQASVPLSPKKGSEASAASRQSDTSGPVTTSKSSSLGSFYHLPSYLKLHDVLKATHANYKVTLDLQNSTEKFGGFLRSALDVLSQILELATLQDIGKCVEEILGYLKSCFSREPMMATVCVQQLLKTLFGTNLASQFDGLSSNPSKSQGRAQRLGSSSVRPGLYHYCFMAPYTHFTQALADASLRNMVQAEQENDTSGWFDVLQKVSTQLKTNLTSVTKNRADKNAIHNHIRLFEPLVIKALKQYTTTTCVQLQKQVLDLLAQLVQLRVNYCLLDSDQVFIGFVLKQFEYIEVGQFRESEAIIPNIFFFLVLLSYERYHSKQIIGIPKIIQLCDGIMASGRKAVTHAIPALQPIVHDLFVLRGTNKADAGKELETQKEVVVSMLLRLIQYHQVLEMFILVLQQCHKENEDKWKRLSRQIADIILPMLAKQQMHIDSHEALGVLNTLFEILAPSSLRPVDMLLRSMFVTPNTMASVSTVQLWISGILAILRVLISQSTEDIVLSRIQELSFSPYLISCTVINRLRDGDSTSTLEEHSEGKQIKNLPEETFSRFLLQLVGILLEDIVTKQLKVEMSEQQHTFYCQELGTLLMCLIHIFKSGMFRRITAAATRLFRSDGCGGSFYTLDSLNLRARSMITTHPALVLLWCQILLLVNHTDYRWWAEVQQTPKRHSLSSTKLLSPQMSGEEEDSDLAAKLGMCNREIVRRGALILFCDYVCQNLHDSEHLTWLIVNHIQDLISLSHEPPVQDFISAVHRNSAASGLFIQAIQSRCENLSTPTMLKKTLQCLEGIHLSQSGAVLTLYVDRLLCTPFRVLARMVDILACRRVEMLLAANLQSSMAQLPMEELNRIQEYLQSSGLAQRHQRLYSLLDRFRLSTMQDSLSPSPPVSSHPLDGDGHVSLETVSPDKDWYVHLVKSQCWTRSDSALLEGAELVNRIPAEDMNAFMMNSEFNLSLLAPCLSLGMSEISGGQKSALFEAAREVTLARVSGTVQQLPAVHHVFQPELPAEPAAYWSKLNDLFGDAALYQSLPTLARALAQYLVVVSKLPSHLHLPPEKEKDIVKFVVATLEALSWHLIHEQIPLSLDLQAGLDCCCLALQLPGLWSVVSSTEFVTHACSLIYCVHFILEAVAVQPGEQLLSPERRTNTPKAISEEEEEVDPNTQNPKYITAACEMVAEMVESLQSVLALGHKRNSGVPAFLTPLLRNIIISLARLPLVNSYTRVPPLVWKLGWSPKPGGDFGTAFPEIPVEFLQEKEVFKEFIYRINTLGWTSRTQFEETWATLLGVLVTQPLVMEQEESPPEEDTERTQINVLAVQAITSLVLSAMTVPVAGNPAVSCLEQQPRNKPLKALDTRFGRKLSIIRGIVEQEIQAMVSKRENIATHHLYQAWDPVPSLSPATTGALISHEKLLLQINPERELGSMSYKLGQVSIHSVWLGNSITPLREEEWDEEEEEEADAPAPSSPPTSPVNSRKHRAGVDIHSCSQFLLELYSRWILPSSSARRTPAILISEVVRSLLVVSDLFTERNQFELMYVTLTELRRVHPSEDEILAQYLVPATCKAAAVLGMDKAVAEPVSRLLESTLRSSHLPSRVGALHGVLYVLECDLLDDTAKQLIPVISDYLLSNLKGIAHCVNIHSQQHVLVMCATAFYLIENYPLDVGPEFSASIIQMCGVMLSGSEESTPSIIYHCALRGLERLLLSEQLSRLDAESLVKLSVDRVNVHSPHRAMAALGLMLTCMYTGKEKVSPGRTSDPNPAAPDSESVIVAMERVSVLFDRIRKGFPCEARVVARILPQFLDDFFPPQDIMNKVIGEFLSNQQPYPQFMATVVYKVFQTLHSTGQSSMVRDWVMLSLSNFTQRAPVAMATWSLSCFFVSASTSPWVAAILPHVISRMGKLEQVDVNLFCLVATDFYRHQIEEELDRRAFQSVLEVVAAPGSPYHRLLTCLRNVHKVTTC
# Pf apPOL inh: Pf-apPOL DNA polymerase inhibition; Recombinant Pf-apPOL, molecular beacon fluorescence, 1.5 h; inhibition, % at 10 µM; 210,000 compounds, 0.25% hits
# Active calls of the source: *; . = not tested or not shown; & = joins results of further samples. Rule as the data show it: active = inhibition above about 50%; inactive = the rest.
no. | SMILES | mHTT CaM bind | Pf apPOL inh
1 | COc1ccc(C2C(C#N)=C(N)N(c3ccccc3Cl)C3=C2C(=O)CCC3)cc1O (stereo not drawn) | 6.0 | -6.2
2 | CCOC(=O)Cc1ccc(NC(=O)N2CCc3nc[nH]c3C2)cc1 | -1.1 | -4.5
3 | COc1cc(NC(=O)c2ccc(-c3ccc([N+](=O)[O-])cc3C)o2)ccc1NC(=O)c1ccco1 | 3.0 | -4.0
4 | COc1cc(C2C(C#N)=C(N)Oc3c2oc(CO)cc3=O)c([N+](=O)[O-])cc1OC (stereo not drawn) | 22.0 | 4.2
5 | Cc1cccc(-c2cc3n(n2)CCCN(C(=O)c2cnccn2)C3)c1 | 1.5 | -4.2
6 | Cc1ccc(N(CC(=O)Nc2ccccc2F)S(C)(=O)=O)cc1 | 0.4 | -6.8
7 | Cc1ccc(S(=O)(=O)N2CC(c3nc(C)no3)C3(CCOCC3)C2)cc1 (stereo not drawn) | -0.5 | -7.3
8 | C#CC(CC)(CC)NC(=S)NCCc1ccccc1 | . | -1.7
9 | O=C(Nc1ccc2c(c1)OCCO2)Nc1cccs1 | . | -1.1
10 | COc1ccc(/C=C2/N=C(c3cccc([N+](=O)[O-])c3C)OC2=O)c(OC)c1OC | 0.0 | -2.5
11 | O=C1OC(c2ccccc2)=CC1=Cc1ccccc1 | . | 4.2
12 | CCN(CC)C(=O)C1c2cc(OC)c(OC)cc2C(=O)N(C)C1c1ccc(OC)c(OC)c1 (stereo not drawn) | 0.0 | -4.4
13 | CC(C)(C)OC(=O)N1CCCN(S(=O)(=O)c2cccc3nsnc23)CC1 | . | 3.2
14 | CC(C)(C#CCN1CCCC1)OCCC#N | -6.2 | -2.5
15 | O=C(NCc1ccc2c(c1)OCO2)c1csc2c1CCCCC2 | 0.3 | -4.2
16 | CC(=O)NC1=NN(C(C)=O)C(C)(c2ccco2)S1 (stereo not drawn) | 4.0 | -5.8
17 | O=C(c1csc(N2CCN(c3ccccc3)CC2)n1)N1CCCCCC1 | 16.4 | -2.0
18 | CCOc1ccc2ccccc2c1C(=O)NCCC(O)C(C)(C)C (stereo not drawn) | -2.4 | -9.6
19 | Cc1cccc(OCCOC(=O)Nc2ccccc2)c1 | -12.7 | 2.8
20 | COc1cccc(-c2cc(COC(=O)c3ccc(Cn4ccnc4)cc3)no2)c1 | 17.2 | -7.5

# Excerpt: compounds 1–2
no. | SMILES | mHTT CaM bind | Pf apPOL inh
1 | COc1ccc(C2C(C#N)=C(N)N(c3ccccc3Cl)C3=C2C(=O)CCC3)cc1O (stereo not drawn) | 6.0 | -6.2
2 | CCOC(=O)Cc1ccc(NC(=O)N2CCc3nc[nH]c3C2)cc1 | -1.1 | -4.5

# Single values from the list:
# mHTT CaM bind result of no. 19 = -12.7
# Pf apPOL inh result of no. 6 = -6.8
# mHTT CaM bind result of no. 2 = -1.1
# Pf apPOL inh result of no. 1 = -6.2
# mHTT CaM bind result of no. 16 = 4.0

# (cont.)
no. | SMILES | mHTT CaM bind | Pf apPOL inh
21 | O=C(Nc1cccc(Cl)c1)Nc1ccccn1 | -6.3 | -11.3
22 | CCOC(=O)c1oc2cc(O)cc(O)c2c(=O)c1-c1ccc(OC)cc1 | 19.8 | -2.7
23 | CC(C)(C)C(=O)Nc1nccs1 | -4.7 | -2.4
24 | Cc1ccc(CS(=O)(=O)c2cn(CC(=O)Nc3ccon3)c3ccccc23)cc1 | 10.0 | -3.1
25 | CC(C)(C)c1nnc(NC(=O)c2cccc(Br)c2)s1 | -0.4 | -13.4
26 | COCCN1C(=O)c2ccccc2C(C(=O)Nc2cc(C)ccc2OC)C1c1ccc(F)cc1 (stereo not drawn) | 2.0 | -0.8
27 | CCOC(=O)C1=C(C)NC(C)=C(C(=O)OC)C1c1cccc([N+](=O)[O-])c1 (stereo not drawn) | . | 16.8
28 | COc1cccc(C(=O)N2CCCC2c2cc(C)no2)c1 (stereo not drawn) | -7.3 | 4.1
29 | COc1ccc(OC)c(N(CC(=O)NCc2ccco2)S(=O)(=O)c2ccccc2)c1 | 7.2 | -5.8
30 | Cc1ccc(-n2[nH]c3c(cnc4ccc(C(=O)NC(C)C)cc43)c2=O)cc1 | 12.9 | 2.4
31 | COc1ccc(S(=O)(=O)N2CCc3nc(NC(=O)c4ccc(C)cc4)sc3C2)cc1 | 5.7 | -2.4
32 | Cc1oc(C2CCN(C(=O)C3CCCC3)CC2)nc1C(=O)N(C)C | -14.8 | -0.5
33 | CCNC(=O)c1csc(COc2cccc(Cl)c2)n1 | 8.0 | -9.8
34 | Fc1ccc(-c2nnc3n2N=C(c2ccc4c(c2)OCO4)CS3)cc1 | -1.8 | .
35 | Cc1ccc(NC(=O)c2ccc(C)nc2C2CCN(C(=O)CC(C)C)CC2)cc1 | 13.5 | -4.4
36 | Cc1ccc(NC(=O)C2CCN(c3cc(C(=O)N4CCCCC4)ccn3)CC2)cc1 | 8.2 | 3.6
37 | Cc1ccc(CN(c2ccc(C(=O)O)cc2)S(C)(=O)=O)cc1 | 0.4 | -5.5
38 | COc1ccc(-c2cnnn2-c2ccc(NC(=O)c3ccc(Br)o3)cc2)cc1 | 21.0 | -4.7
39 | O=C(CSc1nc2c(c(=O)n1-c1ccc([N+](=O)[O-])cc1)SCC2)NCc1ccccc1 | 22.0 | -3.6
40 | CC1CCN(CC(O)COC2CC(C)CCC2C(C)C)CC1 (stereo not drawn) | -3.2 | -0.8
41 | O=C(CSc1nc2ccccc2o1)NC1CC1 | 0.2 | -12.5
42 | COc1ccc(C2C(OC(C)=O)C(c3ccccc3OCc3ccccc3)=NN2C(C)=O)cc1 (stereo not drawn) | . | 0.1
43 | O=C(c1n[nH]c2c1CCCC2)N1CCCC2(C1)Nc1ccccc1NC2=NC1CCCC1 (stereo not drawn) | 92.1* | -2.4
44 | CC(C)C(=O)Nc1c2c(nn1-c1ccc(F)cc1)CS(=O)C2 (stereo not drawn) | -1.0 | -2.3
45 | CC(C)(C)c1cc(O)c(O)c(Br)c1 | 7.4 | -1.7
46 | COc1ccc(NC(=O)Cn2cc3c(n2)CCC(C)C3)cc1Cl (stereo not drawn) | -2.5 | -1.8
47 | CC(C)C(=O)N1CCCC1c1cccc(F)c1 (stereo not drawn) | -4.4 | -6.7
48 | CC(=O)NC1CCN(c2ccccc2C(=O)N2CCCCC2C)CC1 (stereo not drawn) | 10.4 | -21.5
49 | Cc1csc2nc(-c3cccc(NS(=O)(=O)c4ccccc4)c3)cn12 | 15.5 | 3.0
50 | O=C(Nc1ccc(F)c(F)c1)c1ccc(F)c(S(=O)(=O)N2CCCc3ccccc32)c1 | -2.0 | 41.9
51 | COc1ccc(C2CC(C(F)(F)F)n3ncc(C(=O)Nc4cc(C)ccc4C)c3N2)cc1OC (stereo not drawn) | 27.0 | -2.9
52 | S=c1[nH]c2c(Cl)cc(Cl)cc2o1 | . | 13.5
53 | CC(NC(=O)c1nnn(-c2ccc(F)cc2)c1-c1ccncc1)c1ccccc1 (stereo not drawn) | -6.4 | 0.2
54 | O=c1[nH]cnc2nc(-c3cccc(F)c3)c(-c3cccc(F)c3)nc12 | 6.0 | 3.5
55 | CC1CCN(C(=O)c2cc3nc(-c4ccc5c(c4)OCO5)cc(C(F)(F)F)n3n2)CC1 | 0.0 | -3.2
56 | CCc1ccccc1NC(=O)C1CC(=O)N(c2cccc(NC(C)=O)c2)C1 (stereo not drawn) | 21.5 | -15.5
57 | C=CCNC(=O)C1CC(=O)N(c2ccc(OCC(=O)Nc3cccc(OC)c3)cc2)C1 (stereo not drawn) | -12.3 | -2.2
58 | Cc1cccc(C(=O)N2CCC(c3cc(N)on3)CC2)c1 | 2.4 | -1.3
59 | Cc1cccc(NC(=O)C2CCCN(S(=O)(=O)c3ccc(Br)s3)C2)c1C (stereo not drawn) | 3.0 | -3.4
60 | O=C(Cc1cccs1)NCCCc1ccccc1 | -8.6 | -0.1
61 | CC(C)(C)NS(=O)(=O)CCNC(=O)c1ccccc1 | -5.5 | 3.7
62 | O=S(=O)(NCCNS(=O)(=O)c1ccc(F)cc1)c1ccc(F)cc1 | -3.9 | -3.0
63 | Cc1oc(C2CCN(S(=O)(=O)c3cccc(F)c3)CC2)nc1C(=O)N(C)C | -2.5 | -0.8
64 | CC(=O)c1cccc(NC(=O)CN(c2ccc(C)c(C)c2)S(=O)(=O)c2ccccc2)c1 | 2.6 | 5.2
65 | O=C(Nc1ccc(S(=O)(=O)N2CCOCC2)cc1)c1ccc(Cl)s1 | -14.5 | -18.3
66 | CCc1ccc(NC(=O)C2CCN(c3cc(=O)n(C)c(=O)n3CC)CC2)cc1 | 41.8 | -5.8
67 | CCN(CCN(C)C)C(=O)c1noc2c1CCCC2 | 2.1 | -4.2
68 | COc1ccccc1C(=O)Nc1cccc(C(=O)O)c1 | -1.5 | -2.4
69 | COCCCNC(=O)c1cc2n(n1)CCCN(Cc1ccc(C)cc1)C2=O | -5.6 | -1.8
70 | CC12CC3CC(C)(C1)CC(CNC(=O)c1ccccc1)(C3)C2 | -8.2 | 4.3
71 | CN(C)c1ccc(NC(=O)C2CC(=O)N(c3ccc(Br)cc3)C2)cc1 (stereo not drawn) | 0.7 | 5.5
72 | CC1CCC2(CC1)NC(=O)N(CC(=O)NC(C)(C)C)C2=O (stereo not drawn) | -2.3 | -4.3
73 | O=C(Oc1ccc2c(c1)OC(=Cc1ccncc1)C2=O)c1ccc(Br)cc1 | 2.9 | -2.3
74 | CC(=O)C1=C(C)OC(N)=C(C#N)C1c1cccc(Cl)c1 (stereo not drawn) | 9.9 | -2.8
75 | COc1ccc2c(C)cc(SCC(=O)Nc3ccccc3Cl)nc2c1 | 1.0 | -0.3
76 | COc1ccc(S(=O)(=O)NCCC2=CCCCC2)cc1OC | -1.6 | -1.9
77 | Cc1ccc(C2=N/C(=C\c3ccc(F)cc3)C(=O)O2)cc1[N+](=O)[O-] | 13.0 | -0.1
78 | Cc1cccc(NC(=O)c2ccc(N3C(=O)CCC3=O)cc2)c1 | -2.4 | 0.9
79 | O=C1CN(C(=O)c2ccccc2Br)C(c2ccc(F)cc2)c2cc(F)ccc2N1 (stereo not drawn) | 10.0 | -0.6
80 | O=C1Oc2ccccc2C2Oc3c(c(=O)oc4ccccc34)C3(C(=O)Nc4ccccc43)C12 (stereo not drawn) | 7.3 | .

# The closing 2 records of the section above come first, to join the parts:
no. | SMILES | mHTT CaM bind | Pf apPOL inh
79 | O=C1CN(C(=O)c2ccccc2Br)C(c2ccc(F)cc2)c2cc(F)ccc2N1 (stereo not drawn) | 10.0 | -0.6
80 | O=C1Oc2ccccc2C2Oc3c(c(=O)oc4ccccc34)C3(C(=O)Nc4ccccc43)C12 (stereo not drawn) | 7.3 | .
81 | CCN(Cc1ccccc1)C(=O)c1oc2ccc(S(=O)(=O)N3CCOCC3)cc2c1C | 38.0 | -7.6
82 | Cc1ccc(NS(C)(=O)=O)cc1N=Cc1cc(Br)ccc1O | . | -1.7&-13.5
83 | Cc1ccc(/C=C2\N=C(c3cccc(Br)c3)OC2=O)o1 | 4.0 | -4.4
84 | O=C(CSc1ncn[nH]1)Nc1ccccc1F | -5.0&4.7 | -1.4&0.1
85 | COC(=O)C(=Cc1ccc(-c2ccsc2C(=O)OC)o1)C(=O)OC | . | 0.0
86 | CC(C)c1ccc(NC(=O)N2CCCN(CCOc3ccccc3)CC2)cc1 | . | -12.1&-6.1
87 | O=C(Cc1nnc(-c2ccsc2)o1)N1CCc2ccccc2C1 | -4.9 | -6.8
88 | CC(=O)c1c2c(n3ccc(C)cc13)C(=O)c1ccccc1C2=O | 31.5 | -89.6
89 | O=c1[nH]c2ccc(Cl)cc2c(-c2ccccc2)c1C1=NOC(c2ccc(F)cc2)C1 (stereo not drawn) | 100.0* | 5.4
90 | Cc1ccc(CNC(=O)CN2C(=O)C3CCCN3C(=O)c3cccc(C)c32)cc1 (stereo not drawn) | -9.8 | 8.5
91 | COc1ccc(S(=O)(=O)N2CCC(C(=O)N3CCCC3)CC2)cc1 | -1.5 | 9.1
92 | O=CN1CCN(Cc2ccccc2Br)CC1 | -6.1 | 3.4
93 | Cc1sc2ccn(C)c(=O)c2c1C(=O)N1CCCCC1 | -7.1 | -3.0
94 | COc1ccc(OCC(O)CN2CCN(Cc3ccccc3)CC2)cc1 (stereo not drawn) | -5.3 | -2.8
95 | O=C(Nc1ccc(C(F)(F)F)cc1)N1CCc2nc3cc[nH]n3c(=O)c2C1 | 0.9 | -3.7
96 | CNC(=O)N1CCCC(c2cccc(C(=O)NCc3cccc(OC)c3)c2)C1 (stereo not drawn) | 25.0 | -9.4
97 | COc1cc(NC(=O)Cc2ccc(Cl)cc2)cc(OC)c1 | -18.1 | -6.0
98 | COc1ccc(Cn2cc(CN3CC(N4CCN(Cc5ccccc5F)CC4)CS3(=O)=O)nn2)cc1 (stereo not drawn) | 0.6 | -6.6

# Structures shown so far that have two or more sulfur atoms, in the order listed:
no. | SMILES | mHTT CaM bind | Pf apPOL inh
13 | CC(C)(C)OC(=O)N1CCCN(S(=O)(=O)c2cccc3nsnc23)CC1 | . | 3.2
31 | COc1ccc(S(=O)(=O)N2CCc3nc(NC(=O)c4ccc(C)cc4)sc3C2)cc1 | 5.7 | -2.4
39 | O=C(CSc1nc2c(c(=O)n1-c1ccc([N+](=O)[O-])cc1)SCC2)NCc1ccccc1 | 22.0 | -3.6
49 | Cc1csc2nc(-c3cccc(NS(=O)(=O)c4ccccc4)c3)cn12 | 15.5 | 3.0
59 | Cc1cccc(NC(=O)C2CCCN(S(=O)(=O)c3ccc(Br)s3)C2)c1C (stereo not drawn) | 3.0 | -3.4
62 | O=S(=O)(NCCNS(=O)(=O)c1ccc(F)cc1)c1ccc(F)cc1 | -3.9 | -3.0
65 | O=C(Nc1ccc(S(=O)(=O)N2CCOCC2)cc1)c1ccc(Cl)s1 | -14.5 | -18.3
